# Assay outcomes deposited in PubChem by Southern Research Specialized Biocontainment Screening Center.
# H37Rv inhibition = M. tuberculosis growth inhibition, HTS (AID 449762). one-dose inhibition, % at 25 µM; IC50 in µM for titrated hits. M. tuberculosis H37Rv growth inhibition, 7H9 media; higher % means a stronger effect. 330,000 tested, 0.59% active; in the data active = a potency from the dose series; inconclusive = inhibition above about 70% without an active follow-up result;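 note: bacterial growth assessed after seven days of incubation; strong numbers were not always called active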
# influenza NS1A = H1N1 influenza NS1A inhibitors, functional cell based assay (AID 504329); one-dose inhibition, % at 12.5 µM; IC50 in µM for titrated hits; 340,000 tested, 0.3% active; NS1A functional cell-based assay, percent inhibition; higher % means a stronger effect; in the data active = a potency from the dose series; inconclusive = inhibition above about 27% without an active follow-up result; note: strong numbers were not always called active
# PhoP GFP inhibition = PhoP regulon inhibitors, Salmonella typhi PhoP promoter GFP reporter, confirmatory (AID 1850); Salmonella Typhi PhoP-promoter GFP reporter, fluorescence, 4 h; higher % means a stronger effect; 310,000 tested, 0.33% active; one-dose inhibition, % at 50 µM; IC50 in µM for titrated hits; in the data active = a potency from the dose series; inconclusive = inhibition mostly from about 25% at the one dose, without a potency; inactive = the rest, 99 in 100 with inhibition below about 19%;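 note: 0% = induced wells with vehicle and 100% = uninduced wells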
# inhibitors of VEEV = inhibitors of VEEV TC-83 cytopathic effect, confirmation, Vero cells (AID 588727); Vero cells, VEEV TC-83 cytopathic effect inhibition; higher % means a stronger effect; one-dose inhibition, % at 20 µM; IC50 in µM for titrated hits; 350,000 tested, 0.13% active; in the data active = a potency from the dose series; inconclusive = inhibition mostly from about 14% at the one dose, without a potency; inactive = the rest, 99 in 100 with inhibition below about 12%; note: strong numbers were not always called active
# tuberculosis growth = growth inhibition of non-replicating M. tuberculosis (AID 488890); Mycobacterium tuberculosis non-replicating, growth inhibition; higher % means a stronger effect; inhibition, % at 25 µM, or IC50 in µM where a hit was titrated; 320,000 tested, 0.39% active; in the data active = a potency from the dose series; inconclusive = inhibition mostly from about 82% at the one dose, without a potency; inactive = the rest, 99 in 100 with inhibition below about 76%;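 note: plate controls were DMSO cells for no effect and high antibiotic wells for full effect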
# inhibitors of VEEV 10K pilot screen = also measured in inhibitors of VEEV; calls as there; inhibition, %; measured here: 10K pilot screen inhibition
# Active calls of the source: *; i = inactive; u = inconclusive; x = not tested or not shown.
SMILES,H37Rv inhibition,influenza NS1A,PhoP GFP inhibition,inhibitors of VEEV,tuberculosis growth,others
O=C(O)/C=C/C(=O)Nc1ccc2c(c1)NC(=O)CO2,-5.0%,-6.5%,5.6%,0.1%,-10.6%,
CCC(=O)NC1=C(NC(C)c2ccccc2)C(=O)c2ccccc2C1=O (centres undefined),-6.0%,2.3%,2.1%,i,0.1%,inhibitors of VEEV 10K pilot screen=0.0
Nc1nc(SCC(=O)NCCN2CCOCC2)nc2sc3c(c12)CCC3,1.0%,3.7%,2.1%,0.3%,-4.6%,
COC(=O)c1ccc(CSCC(=O)Nc2ccccc2)cc1,59.0%,-12.2%,3.0%,1.3%,u,
CCC1Oc2ccccc2N(CC(=O)NCc2ccco2)C1=O (centres undefined),1.0%,-8.2%,-12.5%,1.8%,3.5%,
CCOC(=O)N1CCN(C(=O)COc2ccc(Br)cc2)CC1,-9.9%,1.0%,-9.0%,0.5%,38.1%,inhibitors of VEEV 10K pilot screen=4.7
CCOc1cccc(-c2nn(-c3ccccc3)cc2/C=C(/C#N)C(=O)NCCCn2ccnc2)c1,u,6.3%,-30.7%,5.3%,u,
COCC(C)n1c(SCc2ccc(C(=O)OC)cc2)nc2ccccc2c1=O (centres undefined),7.6%,-0.3%,0.7%,5.7%,9.0%,
O=C(CCc1nnc(-c2ccccc2)o1)NCc1c(F)cccc1F,8.0%,-3.2%,-38.1%,2.0%,33.7%,
N#CCCCCN1c2cccc3cccc(c23)S1(=O)=O,-5.2%,-5.6%,-3.1%,i,-1.2%,
CCc1ccc(NC(=O)N2CCc3ccccc3C2)cc1,-2.8%,14.9%,2.3%,2.7%,33.1%,
O=C(Nc1ccn(Cc2ccccc2)n1)c1ccc2c(c1)OCO2,u,-3.9%,-0.5%,0.7%,u,
CCCOC(=O)C1=C(C)NC(=O)NC1c1cccc2ccccc12 (centres undefined),-3.7%,-9.1%,-3.3%,i,12.3%,
CSC1(SC2=NCCN2)SC2(NCCN2)S1,x,3.8%,x,7.8%,x,
CCCn1cnc2cc(NC(=O)c3ccco3)ccc21,-6.6%,-4.3%,-10.2%,3.0%,-0.5%,
COc1ccc(-c2cc(-c3ccc(OC)cc3)c(C#N)c(SC)n2)cc1,-4.2%,7.1%,11.3%,2.0%,6.7%,inhibitors of VEEV 10K pilot screen=0.3
COc1ccc(C(=O)NN/C(=N/S(=O)(=O)c2ccc(C)cc2)c2ccccc2)cc1,0.7%,10.8%,-0.9%,1.4%,u,
COc1ccc(CN(C)CC(=O)Nc2ccc(N3CCOCC3)cc2)cc1OC,-3.5%,-4.8%,-4.3%,0.5%,-2.1%,
COc1ccccc1CSc1nc2c(c(=O)n(C)c(=O)n2C)n1C,x,2.8%,x,2.2%,x,
C=CCn1c(SCC#N)nc2ccccc2c1=O,-0.9%,-12.5%,-5.6%,3.6%,-2.5%,
CCOc1ccc(NC(=S)N2CCC(c3ccc(C)cc3)C2)cc1 (centres undefined),10.9%,-5.0%,9.7%,i,u,
CCN(CC)C(=O)c1ccc(NS(=O)(=O)c2ccc(/C=C/C(=O)O)cc2)cc1,-5.6%,-2.2%,7.0%,i,6.0%,
CC(=O)c1sc(-c2ccccc2)cc1NS(=O)(=O)c1ccc(C)cc1,-11.5%,-1.9%,7.0%,i,-12.2%,
CC(C)C(=O)Nc1ccc2c(c1)oc1ccccc12,48.6%,4.7%,3.8%,1.6%,12.6%,
Cc1oc2cc3oc(=O)c4c(c3cc2c1C)CCC4,-4.8%,-0.8%,2.4%,i,5.5%,

# Other records
SMILES,H37Rv inhibition,influenza NS1A,PhoP GFP inhibition,inhibitors of VEEV,tuberculosis growth,others
Cc1cc(C)n2nc(CNS(=O)(=O)c3ccc(F)c(C)c3)nc2n1,-2.9%,-5.5%,-8.6%,i,-2.6%,inhibitors of VEEV 10K pilot screen=0.0
CCCN(C(=O)CSc1n[nH]c(-c2ccc(OC)cc2)n1)c1c(N)n(Cc2ccccc2)c(=O)[nH]c1=O,-1.6%,-0.6%,9.8%,2.2%,16.9%,
Cc1ccnc(NC(=O)CCC(=O)c2cc(C)sc2C)c1,-13.1%,-6.6%,-13.5%,4.1%,-18.7%,
CC1(C)NC(=O)N(CN2C(=O)NC(C)(C)C2=O)C1=O,6.4%,0.0%,-7.3%,1.6%,-8.8%,
c1ccc(NC2=NCCN2CC2CCCCC2)cc1,-5.1%,4.3%,6.2%,i,-6.6%,
N/C(=N\OC(=O)COc1ccc2ccccc2c1Br)c1ccncc1,5.1%,x,3.3%,x,79.2%,
COC(=O)NCc1cc2cc(Cl)ccc2[nH]1,-3.7%,1.8%,0.0%,i,8.4%,
O=c1c(-c2ccc(O)cc2)coc2cc(OC3OC(CO)C(O)C(O)C3O)cc(O)c12 (centres undefined),1.1%,-8.4%,-3.2%,4.2%,2.7%,
O=C(c1cccc(F)c1)N1CCN(C2CCCCC2)CC1,12.5%,-0.2%,-4.7%,0.3%,2.9%,
CN1C[C@@H]2C[C@@H](c3ccc(C#CC(C)(C)O)s3)N3CCC[C@@]23C1=O,-1.0%,1.4%,-6.7%,0.3%,11.7%,inhibitors of VEEV 10K pilot screen=3.8
Nc1nnc(CC(=O)Nc2ccccc2)s1,-6.1%,x,-6.1%,2.9%,3.1%,
Cc1ccc(S(=O)(=O)n2nc(OC(=O)c3cccs3)cc2N)cc1,-3.1%,14.5%,-9.1%,5.7%,1.5%,
Cc1ccc(C2(c3noc(CN4CCC(c5ccncc5)CC4)n3)CCCC2)cc1,5.4%,6.6%,4.0%,2.6%,-14.2%,
O=C(NC1CCS(=O)(=O)C1)c1ccc(Br)s1 (centres undefined),-2.0%,-1.2%,x,i,-8.3%,
C=CCn1c(SCC(=O)N(CCOC)c2c(N)n(CC(C)C)c(=O)[nH]c2=O)nc2ccccc21,-5.5%,-6.0%,-3.6%,1.0%,-0.3%,
COc1ccc(C(=O)Nc2ccc3c(c2)nc(CCNC(C)=O)n3C)cc1,-2.8%,-0.5%,-13.2%,2.2%,-2.1%,
C/C=N\NC(=O)COc1cc(C)ccc1C,-2.1%,x,0.3%,0.7%,-12.0%,
COc1cc(NC(=O)CCC(=O)c2cccs2)cc(OC)c1,-3.1%,-4.9%,-6.2%,1.7%,1.0%,
COC(=O)CNC(=O)Cn1nc(C)c([N+](=O)[O-])c1C,-6.9%,-6.2%,7.9%,0.1%,-3.2%,
COc1ccc(NC(=O)c2ccccc2Cl)cc1NC(=O)CN1CCOCC1,-4.6%,-9.1%,-11.1%,6.6%,-0.6%,
Cc1ccnc(NC(=O)C2CCN(S(=O)(=O)c3ccc(Cl)c(C(F)(F)F)c3)CC2)c1,12.1%,1.9%,4.7%,2.7%,-0.8%,
C=CCn1cc(C=C2C(=O)NC(=O)NC2=O)c2ccccc21,-2.3%,3.7%,-26.2%,i,15.2%,
O=C(NCCc1ccc(Cl)cc1)C1CCN(S(=O)(=O)c2ccc(Br)s2)CC1,12.4%,-6.0%,-0.5%,9.4%,20.5%,
CN1CCN(C(=O)/C(=C/c2cn(S(=O)(=O)N(C)C)c3ccccc23)NC(=O)c2ccccc2Cl)CC1,-13.2%,-2.4%,-17.4%,1.1%,-14.8%,
CCC(=O)N1CCN=C1SCc1ccc(F)cc1,-12.0%,4.0%,-4.2%,0.6%,34.8%,

# Among those listed so far, 2 contain a COOH group:
SMILES,H37Rv inhibition,influenza NS1A,PhoP GFP inhibition,inhibitors of VEEV,tuberculosis growth,others
O=C(O)/C=C/C(=O)Nc1ccc2c(c1)NC(=O)CO2,-5.0%,-6.5%,5.6%,0.1%,-10.6%,
CCN(CC)C(=O)c1ccc(NS(=O)(=O)c2ccc(/C=C/C(=O)O)cc2)cc1,-5.6%,-2.2%,7.0%,i,6.0%,

# (list continues)
SMILES,H37Rv inhibition,influenza NS1A,PhoP GFP inhibition,inhibitors of VEEV,tuberculosis growth,others
Cn1c(N)c(C(=O)COC(=O)Cc2ccsc2)c(=O)n(C)c1=O,-0.7%,-17.2%,3.6%,2.2%,0.6%,
C=CCn1c(COc2ccc(Cl)cc2)nnc1SCC(=O)N/N=C/c1cccc(O)c1,-7.7%,0.3%,-7.3%,1.7%,14.3%,
CC(C)(C)c1ccc(-c2noc(CNC(=O)c3ccco3)n2)cc1,9.1%,-6.0%,5.9%,3.2%,14.7%,
CCOc1ccccc1C1C(C(=O)Nc2ccccc2OC)=C(C)Nc2nnnn21 (centres undefined),-1.7%,-2.6%,-7.4%,8.5%,5.7%,
O=C1NC(=O)C(=Cc2ccc(-c3ccc(F)cc3O)o2)C(=O)N1,-1.3%,12.3%,-19.4%,0.4%,32.9%,
Cc1ccc(-c2noc(CCC(=O)NC3CCCC3)n2)cc1,1.8%,-1.7%,-3.7%,2.0%,56.7%,
CCn1cc(C2=NOC(C(=O)Nc3ccc4c(c3)OCO4)C2)c(C)n1 (centres undefined),3.4%,13.0%,7.4%,3.8%,1.8%,
Cc1c(Cl)cccc1NC(=S)NNc1ncc(C(F)(F)F)cc1Cl,-12.5%,-3.0%,0.6%,i,-6.5%,
O=C(Nc1ccc2ccccc2c1)c1onc2c1CCCC2,6.5%,14.7%,-0.5%,2.8%,-14.7%,
O=C(CC1Sc2ncnn2C1=O)Nc1ccccc1 (centres undefined),-6.4%,-20.4%,0.5%,2.4%,40.8%,
CC(=O)c1c(C)[nH]c(C(=O)OCC(=O)Nc2cc(Cl)ccc2[N+](=O)[O-])c1C,0.9%,8.4%,-5.9%,2.6%,44.3%,
COc1ccc(-c2cc(C(=O)N3CCN(c4ccccc4)CC3)no2)cc1,10.1%,9.1%,-3.3%,9.7%,35.6%,
CC1=CC2=NC(=O)/C(=C\c3cccn3CCOc3ccccc3)C(=N)N2O1,7.1%,-3.8%,-3.8%,5.1%,48.6%,
CCOC(=O)c1c(O)c2ccccc2n(-c2ccccc2)c1=O,10.6%,1.2%,0.9%,0.1%,18.0%,
CCOC(=O)c1c(C)nn(Cc2ccccc2)c1N,-7.6%,2.3%,-5.2%,0.7%,-9.6%,
Cc1cccc(NC(=S)NC2CC3CCCC(C2)N3Cc2cccs2)c1C (centres undefined),3.0%,5.7%,4.1%,i,30.1%,
CC(=O)NC(=S)Nc1ccc(S(=O)(=O)Nc2ncccn2)cc1,-5.1%,-6.7%,6.3%,1.3%,23.9%,
COc1cc(OC)cc(C(=O)Nn2cc(C(=O)Nc3ccc(F)cc3F)c3ccccc3c2=O)c1,0.8%,30.2%,-4.8%,1.1%,26.7%,
O=C(COC(=O)c1ccccc1Br)NCCN1C(=O)CSC1=O,2.6%,-0.8%,-9.4%,i,8.3%,
O=C(N/N=C\C=C\c1ccc2c(c1)OCO2)C1COc2ccccc2O1 (centres undefined),10.6%,-2.0%,-7.8%,i,u,
CCC(=O)N1CCc2cc(S(=O)(=O)CCC(=O)Nc3ccc(OC)cc3)ccc21,3.5%,8.2%,0.2%,4.3%,7.2%,
Cc1ccc2nc(NNC(=O)c3ccc(S(=O)(=O)N4CCc5ccccc5C4)cc3)sc2c1,-3.7%,9.6%,-2.9%,12.2%,x,
CC1=NNC(=O)C1CCC(=O)N/N=C/c1ccc(Cl)cc1 (centres undefined),-6.1%,-19.6%,-3.7%,3.5%,-2.2%,
O=C(c1ccco1)N1CCN=C1SCc1cccc(Cl)c1,5.5%,3.0%,1.1%,1.8%,x,
O=C(c1ccc(S(=O)(=O)N2CCCC2)cc1)N(c1ccc(F)cc1)C1C=CS(=O)(=O)C1 (centres undefined),5.9%,-12.5%,-9.7%,5.1%,-5.7%,
O=C(Oc1cccc(N2C(=O)CCC2=O)c1)c1ccccc1,5.6%,-2.5%,2.0%,1.3%,-8.1%,
O=[N+]([O-])c1ccccc1N=Nc1c(O)[nH]c2ccc(F)cc12,x,5.0%,x,0.3%,x,
COc1ccc(C2N=C(c3ccccc3)C(C)(C)N2O)cc1 (centres undefined),-2.5%,-2.4%,-11.3%,2.8%,6.2%,
O=C(Nn1cnnc1)c1ccc(Cl)cc1[N+](=O)[O-],1.8%,-28.9%,2.1%,2.1%,-12.7%,
O=c1[nH]c(=S)n(-c2ccc(F)cc2)c(O)c1/C=N/N1CCOCC1,-2.4%,-0.6%,-47.3%,0.3%,-8.5%,

# 3 structures out of the list, ordered by SMILES length, lowest first.
SMILES,H37Rv inhibition,influenza NS1A,PhoP GFP inhibition,inhibitors of VEEV,tuberculosis growth,others
O=C(CC1Sc2ncnn2C1=O)Nc1ccccc1 (centres undefined),-6.4%,-20.4%,0.5%,2.4%,40.8%,
O=C(Nn1cnnc1)c1ccc(Cl)cc1[N+](=O)[O-],1.8%,-28.9%,2.1%,2.1%,-12.7%,
O=C1NC(=O)C(=Cc2ccc(-c3ccc(F)cc3O)o2)C(=O)N1,-1.3%,12.3%,-19.4%,0.4%,32.9%,
